Source: PubChem (National Center for Advancing Translational Sciences (NCATS))
GLP-1R inv ag = qHTS of GLP-1 Receptor Inverse Agonists (Inhibition Mode); 1.6% of 410,000 active; AID 624417, 2012; HEK293 GLP-1R CRE-luciferase, luminescence, 24 h; GLP-1R form is constitutively active; Potency, µM (titrated, usually from 38.3 µM), inactives show at the top dose activity change, negative = inhibition, actives largely listed as inhibitors; also: potency is read from the fitted curve at half-maximal effect; % is scaled to controls: 0 for no effect and ±100 for the full control effect; nearly all actives have a fitted effect of over 55% in size
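Inverse agonism was detected as reduced cAMP-driven luciferase luminescence after 24 h compound treatment. The cells were HEK293 clones expressing constitutively active human GLP-1R with the reporter. Reporter-only and GPR119 cell lines served as counterscreen controls.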
D3 ag = qHTS of D3 Dopamine Receptor Agonist: qHTS; max activation, %; D3R DiscoveRx beta-arrestin cells, luminescence, 90 min; D(3) dopamine receptor (Homo sapiens), P35462; 0.58% of 410,000 active; AID 652048, 2013; in the data active = max activation above about 30%; also: 0% is about no effect; mostly tested at two doses, the higher about 12 µM
Target sequence (P35462 whole entry, looked up): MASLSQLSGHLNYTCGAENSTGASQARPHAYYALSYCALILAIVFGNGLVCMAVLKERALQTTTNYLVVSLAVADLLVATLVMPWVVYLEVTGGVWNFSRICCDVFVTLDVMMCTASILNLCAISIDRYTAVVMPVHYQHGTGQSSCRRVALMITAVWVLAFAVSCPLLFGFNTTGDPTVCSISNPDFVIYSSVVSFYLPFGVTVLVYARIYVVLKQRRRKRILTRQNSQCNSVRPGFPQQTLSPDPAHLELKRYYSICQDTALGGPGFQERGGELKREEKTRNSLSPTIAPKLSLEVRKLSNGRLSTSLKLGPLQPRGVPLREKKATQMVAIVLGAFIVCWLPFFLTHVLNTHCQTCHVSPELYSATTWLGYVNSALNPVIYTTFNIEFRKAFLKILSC
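Cells at 1500/well, incubated overnight, then treated with pinned compounds (dopamine as control) for 90 min at 37 degrees C. DiscoveRx reagent added for 30 - 60 minutes at room temperature; luminescence read.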
PTHR1 agonist = qHTS for PTHR1 Agonists: Primary Screen; Parathyroid hormone/parathyroid hormone-related peptide receptor (Homo sapiens), Q03431; HEK293 GP2 PTHR1 cells, GloSensor cAMP luminescence, 1 h; Potency, µM (highest dose often 115 µM), for inactives: at the highest dose activation, hits mostly activators; 0.075% of 410,000 active; AID 743266, 2014; also: potency is read from the fitted curve at half-maximal effect; nearly all actives have a fitted effect of over 55% in size; some results filed as inactive show a strong effect at the top dose; inactives centre near -15; many of its hits are not listed in these tables
Target sequence (Q03431 whole entry, looked up): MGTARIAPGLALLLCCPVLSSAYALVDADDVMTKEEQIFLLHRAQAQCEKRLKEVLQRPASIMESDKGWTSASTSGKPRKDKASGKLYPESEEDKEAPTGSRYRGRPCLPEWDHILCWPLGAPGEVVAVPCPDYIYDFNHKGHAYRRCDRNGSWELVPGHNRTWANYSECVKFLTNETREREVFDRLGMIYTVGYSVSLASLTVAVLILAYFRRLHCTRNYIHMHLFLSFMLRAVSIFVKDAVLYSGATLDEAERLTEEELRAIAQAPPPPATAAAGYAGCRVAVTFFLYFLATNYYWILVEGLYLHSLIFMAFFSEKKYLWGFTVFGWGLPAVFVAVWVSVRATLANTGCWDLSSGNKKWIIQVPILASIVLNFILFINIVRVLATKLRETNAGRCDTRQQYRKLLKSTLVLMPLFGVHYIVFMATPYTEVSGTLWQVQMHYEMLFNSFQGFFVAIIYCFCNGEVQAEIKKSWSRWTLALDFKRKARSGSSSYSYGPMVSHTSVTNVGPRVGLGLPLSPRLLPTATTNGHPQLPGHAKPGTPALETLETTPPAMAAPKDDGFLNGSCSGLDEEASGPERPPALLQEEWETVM
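HEK-293-derived GP2 cells expressing PTHR1 and a GloSensor cAMP reporter, 3,000/well, plated overnight, given luciferin plus IBMX (each 0.5 mM as added) for 1 h at 37 °C, then compound for 1 h at 37 °C. Luminescence was read after 15 min at room temperature.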
GLP1R cytotox = qHTS of GLP-1 Receptor Inverse Agonists: Cytotox Screen; HEK293 cAMP-luciferase reporter cells, luminescence, 24 h; Potency, µM (highest dose often 38.3 µM), without a hit: top-dose activity change, negative = inhibition, hits mostly inhibitors; 0.13% of 410,000 active;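 also: loss of luciferase light is scored as toxicity; potency is read from the fitted curve at half-maximal effect; % is scaled to controls: 0 for no effect and ±100 for the full control effect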
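Quantitative HTS format, 1536 wells, 200 cells/uL seeded. Compounds: 23 nL, 24 h, 37 °C. Detection: luciferase reagent, luminescence at 12 min RT; decreased signal taken as cytotoxic.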
GLP1R ag = qHTS of GLP-1 Receptor Agonists; Potency, µM (doses to about 45.6 µM), without a hit: at the highest dose activation, actives largely listed as activators; 0.007% of 380,000 active; HEK293 GLP-1R CRE-luciferase, luminescence, 4-6 h; cells express a hypersensitive GLP-1R form; Glucagon-like peptide 1 receptor (Homo sapiens), P43220; also: potency is read from the fitted curve at half-maximal effect; % of control where 0% means no effect
KB-V1 MDR tox = qHTS assay for MDR1-selective chemotherapeutics: Primary screen using the drug-selected MDR subline cells KB-V1; KB-V1 MDR cells viability, CellTiter-Glo, 72 h; Potency, µM (series often up to 46.1 µM), without a hit: at the top dose activity change, negative = cytotoxicity, usual class: cytotoxic; 3.4% of 400,000 active; AID 1347076, 2019; also: potency is read from the fitted curve at half-maximal effect; % is scaled to controls: 0 for no effect and ±100 for the full control effect; nearly all actives have a fitted effect of over 60% in size
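Readout: CellTiter-Glo luminescence, 10 min after addition. Cells: KB-V1 MDR subline, 72 h at 37 degrees C with compound. Analysis: corrected, normalized data fitted to concentration-effect curves.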
aSyn yeast inh = qHTS of alpha-syn Inhibitors; Yeast expressing alpha-synuclein, growth rescue, BacTiter-Glo, 24 h; Potency, µM (doses to about 46.1 µM), inactives show at the top dose growth rescue (activation), actives largely listed as activators; 0.14% of 370,000 active; AID 652106, 2013; also: potency is read from the fitted curve at half-maximal effect; % of control where 0% means no effect; nearly all actives have a fitted effect of over 65% in size
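Readout is rescue of growth in alpha-synuclein-expressing yeast, so inhibitors of toxicity appear as activators. Growth after 24 hr at 30 deg C in galactose medium is quantified by luminescence.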
DRD3 antagonist = qHTS of D3 Dopamine Receptor Antagonist: qHTS | 2.5% of 360,000 active | D3R cells, DiscoveRx beta-arrestin luminescence, antagonist mode; stronger effect = lower value | max response, negative = inhibition, %; in the data active = max response below about -50%; inconclusive = no clear call, values can overlap the other calls; also: % is scaled to controls: 0 for no effect and ±100 for the full control effect; mostly tested at two doses, the higher about 12 µM
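Cells plated overnight at 1500 cells/well, then exposed to library compounds with dopamine controls for 90 minutes at 37 degrees C. DiscoveRx reagent added for 30–60 minutes at room temperature; luminescence read, quantitative HTS format.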
TDP-43 yeast inh = qHTS of TDP-43 Inhibitors. 1.8% of 410,000 active. AID 652104, 2013. TDP-43 expressing yeast growth rescue, BacTiter-Glo, 24 h. Potency, µM (highest dose often 46.1 µM), inactives show at the highest dose growth rescue (activation), actives largely listed as activators; also: potency is read from the fitted curve at half-maximal effect; % of control where 0% means no effect; nearly all actives have a fitted effect of over 50% in size
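Readout is BacTiter-Glo luminescence of cell growth, so inhibitors register as activators. TDP-43-expressing yeast at OD600=0.02 in galactose medium, after raffinose pregrowth to mid-log, were incubated with compound for 24 hr at 30 deg C.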
* marks the source's active call; other numbers are inactive results; & = joins results of further samples; [ ] = another dose, or the depositor's remark. Unless noted, calls follow the shape of the dose curve; as a rule, active = well fitted curve in the direction sought with a large enough effect; inconclusive = small, poorly fitted or top-dose-only effect, or another doubt; inactive = no such curve, though single readings can be large; an effect the other way counts as inactive or inconclusive. This is a subset; rates above refer to the full screens.

What do the screens show for `CC(C)CCNC(=O)C(c1ccco1)N(Cc1ccc(F)cc1)C(=O)c1snc(C(N)=O)c1N` (stereo not given)?
GLP-1R inv ag: 3.5µM*; D3 ag: 2; PTHR1 agonist: inconclusive; GLP1R cytotox: 1%; GLP1R ag: -3%; KB-V1 MDR tox: -20%; aSyn yeast inh: -1%; DRD3 antagonist: -8; TDP-43 yeast inh: -21%

What do the screens show for `COc1ccc(C2=CC(=O)C[C@H](c3ccc(OC)c(OC)c3)C2)cc1`?
GLP-1R inv ag: 44%[activator]; D3 ag: 15; PTHR1 agonist: inactive; GLP1R cytotox: -13%; GLP1R ag: 11%; KB-V1 MDR tox: -27%; aSyn yeast inh: 12%; DRD3 antagonist: 17; TDP-43 yeast inh: 13%

What do the screens show for `CCOC(=O)C1=C(C)NC(C)=C(C(=O)OCC)C1C(=O)OCC(=O)N1CCCCC1C` (stereo not given)?
GLP-1R inv ag: 7%; D3 ag: 13; PTHR1 agonist: -25%; GLP1R cytotox: -18%; GLP1R ag: 6%; KB-V1 MDR tox: 16%; aSyn yeast inh: 0%; DRD3 antagonist: 11; TDP-43 yeast inh: 3%

Results for Cc1ccc(C(=O)Cn2c(C)cc(C)c(C#N)c2=O)cc1 ?
GLP-1R inv ag: -12%; D3 ag: -3; PTHR1 agonist: inactive; GLP1R cytotox: -17%; GLP1R ag: -3%; KB-V1 MDR tox: 5%; aSyn yeast inh: 4%; DRD3 antagonist: 11; TDP-43 yeast inh: 12%

How did CCCCC(=Nc1ccc(N)cc1)C1=C(O)C(C(=O)OC)C(C)(C)CC1=O (stereo not given) do in these assays?
GLP-1R inv ag: 0%; D3 ag: -6; PTHR1 agonist: inactive; GLP1R cytotox: 14%; GLP1R ag: -9%; KB-V1 MDR tox: -1%; aSyn yeast inh: -14%; DRD3 antagonist: -21; TDP-43 yeast inh: -12%

How did CCN(CC)c1ccc(/C=C(\C#N)C(=O)c2ccc(Br)cc2)cc1 do in these assays?
GLP-1R inv ag: 18%; D3 ag: -5; PTHR1 agonist: -87%[inhibitor]; GLP1R cytotox: 10%; GLP1R ag: -1%; KB-V1 MDR tox: -10%; aSyn yeast inh: 11%; DRD3 antagonist: -25; TDP-43 yeast inh: -14%

Results for Cc1ccccc1-c1csc(C(O)c2ccccc2)n1 (stereo not given) ?
GLP-1R inv ag: inconclusive; D3 ag: 1; PTHR1 agonist: -93%[inhibitor]; GLP1R cytotox: 7%; GLP1R ag: 17%; KB-V1 MDR tox: -16%; aSyn yeast inh: 8%; DRD3 antagonist: -12; TDP-43 yeast inh: inconclusive

How did CCN(C(=O)CN1C(=O)/C(=C/c2ccccc2)SC1=S)C1CCS(=O)(=O)C1 (stereo not given) do in these assays?
GLP-1R inv ag: -6%; D3 ag: -7; PTHR1 agonist: inactive; GLP1R cytotox: -4%; GLP1R ag: 6%; KB-V1 MDR tox: 11%; aSyn yeast inh: 8%; DRD3 antagonist: -18; TDP-43 yeast inh: -17%

How did COc1ccc(OC)c(C2C(C(=O)N3CCCCC3)=C(C)Nc3nc4ccccc4n32)c1 (stereo not given) do in these assays?
GLP-1R inv ag: -14%; D3 ag: -12; PTHR1 agonist: -19%; GLP1R cytotox: -3%; GLP1R ag: 0%; KB-V1 MDR tox: 24%; TDP-43 yeast inh: -1%

How did COc1ccc(-c2cn3c(n2)CCC3)cc1 do in these assays?
GLP-1R inv ag: 3%; D3 ag: 8; PTHR1 agonist: inactive; GLP1R cytotox: 2%; GLP1R ag: -3%; KB-V1 MDR tox: 3%; aSyn yeast inh: 2%; DRD3 antagonist: 20; TDP-43 yeast inh: 8%

How did O=C(C1CCC(CNc2c(N3CCCCC3)c(=O)c2=O)CC1)N1CCN(C2CCCCC2)CC1 (stereo not given) do in these assays?
GLP-1R inv ag: 22%; D3 ag: -20; PTHR1 agonist: 0%; GLP1R cytotox: -4%; GLP1R ag: -4%; KB-V1 MDR tox: inconclusive; aSyn yeast inh: 4%; DRD3 antagonist: 13; TDP-43 yeast inh: -7%

Results for Cc1c(C(=O)C(=O)NCc2cccs2)c2ccccc2n1C ?
GLP-1R inv ag: 13%; D3 ag: 1; PTHR1 agonist: inactive; GLP1R cytotox: -7%; GLP1R ag: 6%; KB-V1 MDR tox: inconclusive; aSyn yeast inh: -3%; DRD3 antagonist: -7; TDP-43 yeast inh: 21%

What do the screens show for `Cc1ccc2oc(=O)c(S(=O)(=O)c3ccc(C(C)(C)C)cc3)cc2c1`?
GLP-1R inv ag: 18%; D3 ag: 4; PTHR1 agonist: -3%; GLP1R cytotox: -3%; KB-V1 MDR tox: 21%; TDP-43 yeast inh: -3%

What do the screens show for `CC[C@@H](C)C(N)c1cn([C@@H](CCC(=O)O)C(=O)N2CCNCC2)nn1` (stereo not given in full)?
GLP-1R inv ag: 10%; D3 ag: -1; PTHR1 agonist: 8%; GLP1R cytotox: 16%; GLP1R ag: 0%; KB-V1 MDR tox: -19%; aSyn yeast inh: 1%; DRD3 antagonist: 2; TDP-43 yeast inh: 0%

Results for CC(C)(C)c1ccc(C(=O)NCCC(=O)Nc2ccc(S(=O)(=O)Nc3nccs3)cc2)cc1 ?
GLP-1R inv ag: -5%; D3 ag: -12; PTHR1 agonist: 16%; GLP1R cytotox: 9%; GLP1R ag: 0%; KB-V1 MDR tox: 0%; aSyn yeast inh: -10%; DRD3 antagonist: -6; TDP-43 yeast inh: -25%

Retrieved by structure from the entries so far:
What do the screens show for `CC(C)CCNC(=O)C(c1ccco1)N(Cc1ccc(F)cc1)C(=O)c1snc(C(N)=O)c1N` (stereo not given)?
GLP-1R inv ag: 3.5µM*; D3 ag: 2; PTHR1 agonist: inconclusive; GLP1R cytotox: 1%; GLP1R ag: -3%; KB-V1 MDR tox: -20%; aSyn yeast inh: -1%; DRD3 antagonist: -8; TDP-43 yeast inh: -21%

Results for Cc1ccc(C(=O)Cn2c(C)cc(C)c(C#N)c2=O)cc1 ?
GLP-1R inv ag: -12%; D3 ag: -3; PTHR1 agonist: inactive; GLP1R cytotox: -17%; GLP1R ag: -3%; KB-V1 MDR tox: 5%; aSyn yeast inh: 4%; DRD3 antagonist: 11; TDP-43 yeast inh: 12%

How did CCN(CC)c1ccc(/C=C(\C#N)C(=O)c2ccc(Br)cc2)cc1 do in these assays?
GLP-1R inv ag: 18%; D3 ag: -5; PTHR1 agonist: -87%[inhibitor]; GLP1R cytotox: 10%; GLP1R ag: -1%; KB-V1 MDR tox: -10%; aSyn yeast inh: 11%; DRD3 antagonist: -25; TDP-43 yeast inh: -14%

Continued:
How did OCCN1CCN(CC/C=C2/c3ccccc3Sc3ccc(Cl)cc32)CC1 do in these assays?
GLP-1R inv ag: inconclusive; D3 ag: 0&-17; PTHR1 agonist: -1%; GLP1R cytotox: -24%; GLP1R ag: 3%; KB-V1 MDR tox: -21%; aSyn yeast inh: -5%; DRD3 antagonist: -12; TDP-43 yeast inh: 18%

How did CC(C)COC(=O)N1CCCC(c2cc(C(=O)Nc3ccccc3Cl)no2)C1 (stereo not given) do in these assays?
GLP-1R inv ag: inconclusive; D3 ag: 12; PTHR1 agonist: -7%; GLP1R cytotox: -2%; GLP1R ag: 16%; KB-V1 MDR tox: 1%; aSyn yeast inh: 15%; DRD3 antagonist: 79; TDP-43 yeast inh: 14%

Results for CCSc1oc(-c2ccccc2)nc1S(=O)(=O)c1ccccc1 ?
GLP-1R inv ag: inconclusive; D3 ag: 12; PTHR1 agonist: inactive; GLP1R cytotox: 10%; GLP1R ag: 24%; KB-V1 MDR tox: -16%; aSyn yeast inh: -4%; DRD3 antagonist: 33; TDP-43 yeast inh: -6%

What do the screens show for `COc1ccc(NC(=O)CN2CCN(CC#N)CC2)cc1`?
GLP-1R inv ag: 11%; D3 ag: 2; PTHR1 agonist: -6%; GLP1R cytotox: 1%; GLP1R ag: -3%; KB-V1 MDR tox: 0%; aSyn yeast inh: -5%; DRD3 antagonist: 8; TDP-43 yeast inh: 3%

What do the screens show for `O=C(N/N=C/c1ccc2c(c1)OCO2)c1cc2ccccc2o1`?
GLP-1R inv ag: 6%; D3 ag: 0; PTHR1 agonist: inconclusive; GLP1R cytotox: 8%; GLP1R ag: -4%; KB-V1 MDR tox: 0%; aSyn yeast inh: -1%; DRD3 antagonist: -10; TDP-43 yeast inh: 12%

Results for CCc1nn(CCCC(=O)N2CCN(c3cc(Cl)ccc3C)CC2)c(=O)c2cc3occc3n12 ?
GLP-1R inv ag: inconclusive; D3 ag: 25; PTHR1 agonist: inactive; GLP1R cytotox: -11%; KB-V1 MDR tox: -1%; TDP-43 yeast inh: 35µM*

How did N#Cc1ccc(C(=O)OCC(=O)N2CCCC2)cc1 do in these assays?
GLP-1R inv ag: 20%; D3 ag: -2; PTHR1 agonist: inactive; GLP1R cytotox: 17%; GLP1R ag: 2%; KB-V1 MDR tox: 16%; aSyn yeast inh: -4%; DRD3 antagonist: -10; TDP-43 yeast inh: -6%

How did CCOC(=O)c1c(C)oc2ccc(N(C(=O)c3ccncc3)S(=O)(=O)c3ccc(Br)cc3)cc12 do in these assays?
GLP-1R inv ag: inconclusive; D3 ag: 2; PTHR1 agonist: -32%[inhibitor]; GLP1R cytotox: -29%; GLP1R ag: -3%; KB-V1 MDR tox: inconclusive; aSyn yeast inh: 3%; TDP-43 yeast inh: 0%
